Screens from PubChem.
USP2a block: USP2a (human) protease inhibition; USP2 core, Ub-CHOP2 coupled fluorogenic reporter, 485/531; hit rate 0.01% among 330,000; O75604; AID 463254; Potency, µM (top dose mostly 38.3 µM), for inactives: at the top dose activity change, negative = inhibition, usual class: inhibitors;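 also: potency is read from the fitted curve at half-maximal effect; plate controls were DMSO wells for no effect and full inhibition by NEM control for full effect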
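Cell-free coupled assay: 10nM USP2 core preincubated 30min RT with compound in Tris-HCl pH 8.0/CaCl2/CHAPS buffer, then 25nM Ub-CHOP2 and 25nM reporter substrate; fluorescence (Ex 485/Em 531) read after 60min RT, normalized to NEM inhibition, concentration-response curves fitted.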
PKM2 activator: activators of human pyruvate kinase M2 | AID 1631 | P14618 | hit rate 0.34% among 260,000 | purified PKM2, Kinase-Glo ATP luminescence, activation; response scale: 0% is enzyme alone, no compound | Potency, µM (titrated, usually from 57.5 µM), without a hit: at the top dose activation, most hits filed as activators; also: potency is read from the fitted curve at half-maximal effect; % is scaled to controls: 0 for no effect and ±100 for the full control effect; nearly all actives have a fitted effect of over 55% in size
Target sequence (P14618 whole entry, looked up): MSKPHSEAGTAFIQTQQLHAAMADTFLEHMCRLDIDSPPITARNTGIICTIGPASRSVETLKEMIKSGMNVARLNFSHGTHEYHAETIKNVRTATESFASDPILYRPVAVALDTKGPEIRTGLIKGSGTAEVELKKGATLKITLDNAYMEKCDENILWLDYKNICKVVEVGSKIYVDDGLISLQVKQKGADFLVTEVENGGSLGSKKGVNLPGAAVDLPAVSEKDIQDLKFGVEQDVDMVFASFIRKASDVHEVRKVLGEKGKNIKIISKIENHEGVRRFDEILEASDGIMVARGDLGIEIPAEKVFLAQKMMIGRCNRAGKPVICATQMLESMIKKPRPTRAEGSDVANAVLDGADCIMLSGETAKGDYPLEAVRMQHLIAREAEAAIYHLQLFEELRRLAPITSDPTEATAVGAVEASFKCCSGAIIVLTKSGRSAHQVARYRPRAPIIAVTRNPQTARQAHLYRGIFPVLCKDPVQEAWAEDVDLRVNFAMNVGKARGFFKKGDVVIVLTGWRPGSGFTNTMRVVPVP
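Kinase-Glo luminescence reports ATP generated from ADP (0.1 mM) and PEP (0.5 mM) by purified hPK-M2 after 1 h at room temperature, pH 7.2 imidazole buffer; intermediate enzyme activity allows detecting inhibitors and activators.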
TSHR antag: antagonists of human thyroid stimulating hormone receptor; P16473; TSHR-expressing cells, TSH-stimulated cAMP HTRF, 2 h; hits give low values; activity change, negative = inhibition, % at 11.5 µM; hit rate 0.2% among 330,000;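 active = activity change below a set negative limit, meaning inhibition stronger than a set level, cut at about -70% in these data; inconclusive = activity change between two set negative limits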; also: % is scaled to controls: 0 for no effect and ±100 for the full control effect
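Cell-based HTRF cAMP assay; TSHR cells + compound, TSH EC80 (4nM final), 2 h, 37 deg C. Lysis with anti-cAMP cryptate and cAMP-d2, 30 min RT, read 665/620 nm.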
Menin-MLL TR inh: inhibitors of human menin-MLL interaction, mutant MLL peptide | O00255 | Menin + Texas Red MLL mutant peptide, fluorescence polarization | Potency, µM (titrated, usually from 61.6 µM), for inactives: top-dose FP activity change, negative = inhibition, actives largely listed as inhibitors | hit rate 0.23% among 270,000; active = well fitted inhibition curve with a large enough effect in the polarisation, with a control signal flat, not every such curve was filed as active; inconclusive = small, poorly fitted or top-dose-only effect, or effect the other way, or a change in a side signal; inactive = no such curve, though single readings can be large or run the other way; the % refers to the polarisation; also: potency is read from the fitted curve at half-maximal effect; % of control where 0% means no effect; many of its hits are not listed in these tables
Mito fusion act: inhibitors of mitochondrial division or activators of mitochondrial fusion; S. cerevisiae fusion-defective mutant growth rescue, CellTiterGlo 48 h; Potency, µM (highest dose often 46.1 µM), for inactives: top-dose growth rescue (activation), hits mostly activators; hit rate 0.23% among 320,000; AID 485298;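 also: potency is read from the fitted curve at half-maximal effect; % of control where 0% means no effect; nearly all actives have a fitted effect of over 45% in size; temperature-sensitive fusion mutants such as fzo1-1 at 37 °C on non-fermentable ethanol glycerol medium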
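Growth-rescue viability read-out: after 48 h at the non-permissive 37C in glycerol/ethanol YPEG, yeast mitochondrial fusion mutants are measured by CellTiterGlo luminescence; compounds (23 nl pinned per well) restoring growth score as division inhibitors or fusion activators.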
MBNL1 CUG block: MBNL1-poly(CUG) RNA binding inhibition; Q9NR56; TR-FRET MBNL1-His/biotin-(CUG)12 binding, 665/545 ratio; Potency, µM (highest dose often 57.5 µM), inactives show at the highest dose activity change, negative = inhibition, actives largely listed as inhibitors; hit rate 0.036% among 280,000; AID 2675; active = well fitted inhibition curve with a large enough effect in the signal ratio, with a control signal flat, not every such curve was filed as active; inconclusive = small, poorly fitted or top-dose-only effect, or effect the other way, or a change in a side signal; inactive = no such curve, though single readings can be large or run the other way; the % refers to the signal ratio; also: potency is read from the fitted curve at half-maximal effect; % is scaled to controls: 0 for no effect and ±100 for the full control effect
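TR-FRET readout: Ex 340 nm, 665/545 nm emission ratio, normalized to buffer-only (basal) and MBNL1-(CUG)12 controls. Complex of MBNL1-His with Biotin-(CUG)12, compounds 92 nM–58 uM, incubated 60 min at room temperature.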
KCNH2 WT inh: KCNH2 (human, wildtype) channel inhibition; Q12809; U2OS, BacMam KCNH2, thallium flux FluxOr; hits give low values; activity change, % at 1.84 µM; hit rate 0.37% among 340,000;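 active = maximum activity change below -70%; inconclusive = maximum activity change between -70% and -50%; inactive = maximum activity change above -50%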; also: % is scaled to controls: 0 for no effect and ±100 for the full control effect
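U2OS cells were transduced with wild-type KCNH2 virus (2.03 x 10^8 / mL) for 4 h at room temperature, then cultured overnight at 37 C. Thallium flux was read with FluxOr dye. Rate constants were normalized to DMSO controls.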
ASM inhibitor: blocks human secretory acid sphingomyelinase | placental ASM, HMU-PC fluorogenic substrate, 60 min | Potency, µM (highest dose often 57.5 µM), for the others: at the top dose activity change, negative = inhibition, actives largely listed as inhibitors | hit rate 0.006% among 340,000 | AID 504937; also: potency is read from the fitted curve at half-maximal effect
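Steps: dispense placental human ASM, pin compound, wait 10 min at room temperature, add HMU-PC0 substrate at 9 uM final, incubate 60 min at 37 °C, add stop solution raising pH to 10, read fluorescence.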
BCR signal inh: chronic active BCR signaling inhibition; ABC-DLBCL IkBa-CBG/CBR reporter, luminescence ratio, 4 h; Potency, µM (doses to about 46.1 µM), for inactives: top-dose ratio change, negative = lower green/red ratio, most hits filed as inhibitors; hit rate 0.05% among 340,000; active = well fitted inhibition curve with a large enough effect in the signal ratio, with a control signal flat, not every such curve was filed as active; inconclusive = small, poorly fitted or top-dose-only effect, or effect the other way, or a change in a side signal; the % refers to the signal ratio;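 also: potency is read from the fitted curve at half-maximal effect; plate controls were basal doxycycline-induced cells for no effect and cells given 10 µM MG132 for full effect; MG132 reads +100%, hits lower the ratio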
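Doxycycline induced both beetle luciferases in TMD8 lymphoma cells; IKK-driven degradation limits the IkappaBalpha-fused green signal, while red luminescence normalises for cell number and nonspecific effects. Compounds tested up to 46 uM, 4 hrs.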
Eya2 phos inh: blocks the phosphatase activity of human Eya2 | O00167 | recombinant Eya2, OMFP fluorescence dephosphorylation (OMFP is methylfluorescein phosphate) | Potency, µM (highest dose often 76.9 µM), for inactives: top-dose activity, negative = inhibition, usual class: inhibitors | hit rate 0.006% among 330,000 | AID 488837; also: potency is read from the fitted curve at half-maximal effect; % is scaled to controls: 0 for no effect and ±100 for the full control effect
Target sequence (O00167 whole entry, looked up): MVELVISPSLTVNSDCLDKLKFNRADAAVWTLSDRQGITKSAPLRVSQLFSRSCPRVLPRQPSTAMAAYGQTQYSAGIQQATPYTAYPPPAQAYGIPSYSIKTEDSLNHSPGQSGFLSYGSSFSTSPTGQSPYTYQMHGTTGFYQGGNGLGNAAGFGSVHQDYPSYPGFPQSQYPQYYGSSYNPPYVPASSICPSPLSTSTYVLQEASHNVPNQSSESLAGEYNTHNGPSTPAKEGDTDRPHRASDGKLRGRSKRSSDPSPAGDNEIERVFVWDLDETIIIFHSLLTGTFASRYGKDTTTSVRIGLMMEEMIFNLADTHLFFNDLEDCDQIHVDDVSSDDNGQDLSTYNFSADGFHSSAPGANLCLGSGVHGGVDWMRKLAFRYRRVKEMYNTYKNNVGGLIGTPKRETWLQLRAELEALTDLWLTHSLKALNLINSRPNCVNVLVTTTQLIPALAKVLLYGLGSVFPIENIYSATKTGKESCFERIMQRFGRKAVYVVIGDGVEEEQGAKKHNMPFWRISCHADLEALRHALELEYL
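Eya2 protein (added as 0.2 uM solution) was preincubated with compound for 10 min at ambient temperature in 50 mM HEPES pH 7.5, 50 mM NaCl, 5 uM MgCl2, 0.05% BSA, 1 mM DTT. OMFP (added at 50 uM) then reacted 10 min; fluorescence read at 485/525 nm.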
GALK inhibitor: galactokinase (human) inhibition; P51570; Purified GALK, Kinase-Glo residual ATP luminescence; Potency, µM (highest dose often 57.5 µM), for the others: at the highest dose activity change, negative = inhibition, actives largely listed as inhibitors; hit rate 0.007% among 270,000; AID 1868; also: potency is read from the fitted curve at half-maximal effect; % is scaled to controls: 0 for no effect and ±100 for the full control effect
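Human GALK (5 nM) with 35 uM ATP and 100 uM galactose in 20 mM HEPES pH 8.0, 5 mM MgCl2, 60 mM NaCl, 1 mM DTT, 0.01% BSA. After 1 h at room temperature, leftover ATP was read by Kinase-Glo Plus luminescence.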
* marks the source's active call; other numbers are inactive results; ? = inconclusive; . = not tested or not shown; [ ] = remark or other dose. Unless noted, calls follow the shape of the dose curve; as a rule, active = well fitted curve in the direction sought with a large enough effect; inconclusive = small, poorly fitted or top-dose-only effect, or another doubt; inactive = no such curve, though single readings can be large; an effect the other way counts as inactive or inconclusive.

SMILES	USP2a block	PKM2 activator	TSHR antag	Menin-MLL TR inh	Mito fusion act	MBNL1 CUG block	KCNH2 WT inh	ASM inhibitor	BCR signal inh	Eya2 phos inh	GALK inhibitor
CCc1c(C)nc(SC(C(=O)O)c2ccccc2)c(C#N)c1C (stereo not drawn)	3%	-1%	-18	7%	-2%	0%	1	-3%	17%	1%	-1%
CCCCn1c(SCC(N)=O)nc2c(sc3ccccc32)c1=O	0%	-3%	-10	5%	-3%	8%	5	14%	?	25%	1%
O=C(COC(=O)c1ccccc1[N+](=O)[O-])NCCCc1ccccc1	2%	.	1	2%	8%	18%	20	-6%	?	3%	.
CCn1cc(C(=O)Nc2ccc(F)c(F)c2)cn1	2%	-4%	-4	5%	-1%	-5%	-4	-2%	?	8%	3%
COc1cc(C(=O)OCn2nnc3ccccc3c2=O)cc(OC)c1OC	-1%	-2%	3	3%	-8%	12%	-9	0%	-6%	-4%	0%
S=C(Nc1ccc(Cc2ccncc2)cc1)Nc1cccc(Cl)c1	-2%	-3%	4	14%	4%	-15%	0	-3%	8%	5%	6%
Cc1cc(C)n(-c2ccc(F)cc2CN2CCN(C3CCCC3)C(CCO)C2)n1 (stereo not drawn)	0%	0%	-5	4%	3%	-4%	8	4%	24%	10%	-1%
O=C(Nc1cc(SCC(O)CO)cc([N+](=O)[O-])c1)c1ccc(-n2cnnn2)cc1 (stereo not drawn)	1%	-2%	10	24%	0%	?	5	-4%	6%	-1%	-1%
CC1CCCN(C(=O)CN2C(=O)c3ccccc3S2(=O)=O)C1 (stereo not drawn)	0%	.	14	.	2%	.	15	6%	1%	14%	.
CN(c1ccccc1C(=O)O)S(C)(=O)=O	0%	-11%	-4	3%	-6%	-1%	-18	-1%	5%	6%	2%
O=C(c1cccs1)N1CCCC1	-1%	0%	17	13%	-1%	-9%	15	1%	-1%	-14%	-3%
CC1(C)Cc2c(sc3c2c(=N)n(Cc2ccco2)c(=O)n3CC(=O)Nc2ccc(Cl)cc2)CO1	-7%	-2%	-3	39%[activator]	4%	-4%	-21	-4%	?	-17%	-4%
O=C1[C@H]2[C@H](ON3CCCC[C@H]23)C(=O)N1c1cccc(C(F)(F)F)c1	2%	-2%	6	-9%	8%	-5%	-1	1%	0%	-3%	-2%
CC(C)(C)C(=O)Nc1c(Br)c(C2CC2)nn1-c1ccccc1	3%	-2%	4	.	4%	-13%	2	-1%	?	14%	4%
Cc1c(NC(=O)Nc2ccc3c(c2)OCO3)cccc1[N+](=O)[O-]	-1%	-18%	2	.	-2%	4%	-11	-3%	-1%	4%	-3%
Cc1cc(Br)ccc1NC(=O)C1C2CCC(O2)C1C(=O)O (stereo not drawn)	3%	0%[11.5 µM]	16	-6%	1%	-7%	-5	4%	3%	4%	-5%
COc1ccc(S(=O)(=O)N2CCC(C(=O)N3CCN(C)CC3)CC2)cc1Cl	-1%	0%	28	-20%	-8%	-3%	-9	2%	-6%	-4%	9%
O=C(Nc1ccc(N2CCCC2)cc1)c1cccc(Cl)c1Cl	1%	4%[11.5 µM]	-1	?	0%	6%	10	-3%	?	6%	-3%
COc1ccc(-c2nc3ccccc3o2)cc1NC(=O)CSc1ccc(Cl)cc1	2%	0%	-7	19%	-4%	-19%	20	3%	0%	2%	3%
O=C(Nc1ccc(CN2CCOCC2)cc1)c1ccc(-c2cccc(Cl)c2)o1	-11%	6%	8	-27%	8%	?	-1	-6%	?	-11%	-2%
CCCCCC(=O)NCC(C)NC(=O)CCCCC (stereo not drawn)	2%	2%	-5	-1%	-39%[inhibitor]	17%[11.5 µM]	-3	3%	0%	7%	.
COc1ccc(-c2ccc(SCC(=O)Nc3nnc(C)s3)nn2)cc1	-2%	-2%	46	16%	2%	.	-16	4%	-1%	20%	3%
Cc1cc(C(C)(C)C)ccc1OCCN1CCCC1	-1%	-11%	14	-7%	6%	8%	25	0%	-4%	-6%	2%
Cc1ccccc1Oc1nc2ccccc2n2cnnc12	3%	-9%	-6	-2%	1%	.	7	-1%	?	18%	9%
COc1ccc(CC(=O)NCc2n[nH]c(=S)n2-c2cccc(Cl)c2)cc1	0%	-3%	-1	0%	-2%	-3%	-8	3%	1%	-1%	-1%
CC1C/C=C/C=C/C=C/C=C/C(O[C@@H]2O[C@H](C)[C@@H](O)[C@H](N)[C@@H]2O)CC2OC(O)(CC(O)CC3OC3/C=C/C(=O)O1)CC(O)C2C(=O)O (stereo partly drawn)	3%	0%	-5	7%	-5%	-13%	.	.	?	-3%	.
Cc1ccc(CCN2CC(C(=O)NCCCN3CCCCC3)CC2=O)cc1 (stereo not drawn)	2%	.	-6	6%	-9%	-3%	4	-1%	4%	6%	-2%
CN(CC(=O)Nc1cccc(F)c1)C(=O)Cn1c(=O)cnc2ccccc21	-1%	.	-6	.	-2%	.	5	3%	-1%	-20%	.
COCCNC(=O)c1ccc(C2SCC(=O)N2CCc2ccccc2)cc1 (stereo not drawn)	0%	-7%	-2	-3%	-10%	-5%	3	-3%	?	-1%	0%
CCn1c2ccccc2c2cc(NS(=O)(=O)c3ccc(C)cc3)ccc21	2%	-3%	21	?	11%	-9%	-9	-15%	13%	-4%	0%
Cc1ccc2nc3c(cc2c1)c(NC(=O)C1CCCO1)nn3CC(C)C (stereo not drawn)	6%	7%	11	5%	2%	6%	-11	.	15%	12%	1%
CCSc1nc2c(cnn2-c2ccccc2)c(=O)n1N	-2%	-4%	-12	.	-1%	6%	3	1%	?	-13%	-2%
COc1ccc(Cn2nnnc2C(c2cc3ccc(OC)cc3[nH]c2=O)N2CCC(C)CC2)cc1 (stereo not drawn)	3%	7%	-1	-11%	0%	?	-3	29%	?	-29%	0%
Cn1cc(CN2CCC(n3nccc3NC(=O)CCc3ccccc3)CC2)cn1	-1%	1%	4	.	3%	-3%	-2	1%	1%	10%	-6%
CC(=O)N1CCN(CCN=CC2=C(O)CC(c3cccs3)CC2=O)CC1 (stereo not drawn)	0%	3%	9	0%	-4%	7%	-7	-2%	-3%	14%	7%
COc1ccc(NC(=O)c2cc3cc(C)ccc3n2C)c(OC)c1	3%	4%	7	-2%	2%	-2%	11	-1%	-2%	-20%	.
Cc1ccc(-c2nnc(-c3cccnc3)o2)cc1	-3%	.	9	2%	1%	9%	1	-1%	-1%	7%	-1%
CN(CC(=O)Nc1ccccc1Cl)C(=O)COC(=O)CN1C(=O)NC2(CCCC2)C1=O	1%	-1%	11	.	-1%	-7%	5	0%	4%	12%	-7%
CCCC(c1c(C)n(C)n(-c2ccccc2)c1=O)c1c(C)n(C)n(-c2ccccc2)c1=O	4%	0%	3	-19%	-4%	-5%	1	0%	?	7%	11%
COc1ccc(C(=O)N2CCN(C(=O)C3COc4ccccc4O3)CC2)cc1OC (stereo not drawn)	0%	.	-10	.	0%	-1%	-11	4%	-1%	-9%	1%
Clc1ccc(CSc2nnc3c(n2)[nH]c2ccccc23)cc1	3%	2%	-12	-6%	13%	6%	0	-5%	?	9%	0%
CCc1cc(C(=O)NCC2CCCO2)sc1C (stereo not drawn)	0%	1%	4	.	2%	-3%	2	0%	-8%	1%	-1%
CC(C)CC1C(C#N)=C(N)Oc2n[nH]c(-c3cccs3)c21 (stereo not drawn)	5%	8%	-3	-4%	-2%	2%	-2	-5%	9%	-12%	0%
COc1cc(NC(=S)Nc2ncccc2C)cc(OC)c1OC	2%	0%	-8	6%	0%	2%	-9	-1%	1%	-4%	-1%

This is a subset; count on the stated rates, not on these rows.
